Source: PubChem (several laboratories)
STK33 kinase inh: human STK33 kinase inhibition; AID 2661; 320,000 compounds, 0.073% hits; purified STK33, MBP phosphorylation, ADP-Glo luminescence; Q9BYT3; inhibition, % at 10 µM;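 active = inhibition at or above 25%, using the most active replicate where run in duplicate; inactive = inhibition below 25%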
Target sequence (Q9BYT3 whole entry, looked up): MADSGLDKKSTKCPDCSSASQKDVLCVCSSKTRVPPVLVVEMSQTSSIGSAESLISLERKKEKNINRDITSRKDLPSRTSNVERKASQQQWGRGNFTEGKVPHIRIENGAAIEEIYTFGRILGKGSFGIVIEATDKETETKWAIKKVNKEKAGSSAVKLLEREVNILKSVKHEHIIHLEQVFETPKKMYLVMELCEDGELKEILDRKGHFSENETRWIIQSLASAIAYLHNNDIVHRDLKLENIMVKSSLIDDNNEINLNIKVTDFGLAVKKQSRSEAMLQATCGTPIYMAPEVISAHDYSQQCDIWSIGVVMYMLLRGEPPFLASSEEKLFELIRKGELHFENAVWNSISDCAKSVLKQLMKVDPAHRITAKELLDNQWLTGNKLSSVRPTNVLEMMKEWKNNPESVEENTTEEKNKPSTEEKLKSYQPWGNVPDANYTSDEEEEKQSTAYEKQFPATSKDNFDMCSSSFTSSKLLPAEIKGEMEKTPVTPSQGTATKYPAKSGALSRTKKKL
OX1R antag-1: antagonists of human orexin 1 receptor (OX1R); OX1R-expressing cells, FRET antagonist read-out; inhibition, % at 6.6 µM; 330,000 compounds, 1.8% hits; AID 485270; in the data active = inhibition mostly above about 38%, no sharp cut-off; inactive = mostly below about 40%;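 also: 0% = agonist challenge alone and 100% = reference antagonist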
Target sequence (O43613 whole entry, looked up): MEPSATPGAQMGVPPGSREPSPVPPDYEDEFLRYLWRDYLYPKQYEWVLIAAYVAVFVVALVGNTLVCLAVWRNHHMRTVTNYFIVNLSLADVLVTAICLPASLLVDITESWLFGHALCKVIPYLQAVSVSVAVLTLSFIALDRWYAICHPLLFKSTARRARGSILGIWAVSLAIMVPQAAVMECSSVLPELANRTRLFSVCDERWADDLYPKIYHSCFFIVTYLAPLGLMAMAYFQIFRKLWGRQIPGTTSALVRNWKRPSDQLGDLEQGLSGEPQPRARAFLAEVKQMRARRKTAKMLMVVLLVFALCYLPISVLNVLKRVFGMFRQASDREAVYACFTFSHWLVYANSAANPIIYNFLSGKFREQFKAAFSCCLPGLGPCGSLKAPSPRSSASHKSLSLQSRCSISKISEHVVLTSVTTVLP
OX1R antag-2: human HCRTR1 antagonism; O43613; CHO/OX1R cells, Fluo-8 calcium fluorescence, orexin A; inhibition, % at 5 µM; 330,000 compounds, 0.43% hits; AID 434989;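 active = inhibition above its plate's threshold, mean inhibition of all tested compounds on the plate plus 3 SD, cut at about 37% in these data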;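 also: 0% = orexin A challenge wells and 100% = SB-334867-A antagonist wells; not every result past the cut was called active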
Active calls of the source: *; nt = not tested or not shown. This is a random part of the collection. About 2.2% of those tested had a hit in this group.

SMILES	STK33 kinase inh	OX1R antag-1	OX1R antag-2
COc1cc(NC(=O)CS(=O)(=O)c2ccccc2)cc(OC)c1OC	0.4	21	-6
COc1ccc2[nH]cc(CCNC(=O)Cc3c(F)cccc3Cl)c2c1	-1.2	22	0
Cc1cc(OCC(O)CNC(C)(C)C)ccc1Cl (configuration not stated)	-1.7	14	-30
O=C(c1ccc([N+](=O)[O-])c(CS(=O)(=O)c2ccc(Cl)cc2)c1)N1CCCCC1	-1.2	39	-23
Cc1c(Cl)cccc1NC(=O)CCN1C(=O)C2CC=CCC2C1=O (configuration not stated)	-1.6	12	-12
O=C1CCC(C(=O)N2CCSCC2)CN1Cc1ccc(Cl)cc1 (configuration not stated)	-0.7	-2	-9
CCOc1ccc(/C=C/C(=O)Nc2ccc(OC)cc2[N+](=O)[O-])cc1	-3.1	8	-1
COc1ccc(-c2nc3ccccc3s2)cc1NC(C)=O	-2.9	40	-13
O=C(O)c1ccc(C2(c3ccc(C(=O)O)cc3)OC(=O)c3ccccc32)cc1	-2.1	-3	2
Cc1nn(-c2nc3ccccc3s2)c(N)c1-c1ccccc1	-0.9	19	-29
O=C(NCc1csc(-c2cccs2)n1)c1ccccc1	-0.8	9	-4
O=C(NC[C@H]1CCCO1)c1cccc2c1C(=O)c1ccc(-c3ccc(F)cc3OCc3ccccc3)cc1S2(=O)=O	-1.1	16	7
N#Cc1ccc(OCC(=O)NNC(=O)C2CCCCC2)cc1	-1.5	-2	-4
COC(=O)CC1COc2ccccc2N1C(=O)c1cccc(Cl)c1 (configuration not stated)	-3.4	9	-3
COC(=O)c1ccccc1NC(=O)CCCn1nc([N+](=O)[O-])c(Br)c1C	-0.6	75*	4
COCCNC(=O)C(c1ccc(F)cc1)N(Cc1ccco1)C(=O)CCC(=O)Nc1nccs1 (configuration not stated)	-0.3	60*	26
CCOC(=O)C1CCN(S(=O)(=O)c2ccc3c(c2)NC(=O)C(C)S3)CC1 (configuration not stated)	-1.0	33	-11
CCOC(=O)N1CCC(NC(=O)CSCc2nc(-c3sccc3C)oc2C)CC1	0.1	8	-31
Nc1nonc1-n1nnc(C(=O)N/N=C/c2cccnc2)c1-c1cccs1	0.8	4	1
O=C1c2ccccc2CN1CCSC(=S)N1CCOCC1	-1.0	13	-6
O=C(NCCOC(=O)C1COc2ccccc2O1)C1COc2ccccc2O1 (configuration not stated)	-0.3	13	-6
CCOC(=O)c1[nH]c(C)c(/C(O)=C2\C(=O)C(=O)N(CCN(C)C)C2c2ccco2)c1C (configuration not stated)	-0.4	18	-9
COc1cccc(C(=O)N2CCN(Cc3ccc(OC)cc3OC)CC2)c1	1.9	-3	-19
O=C(NCc1ccc2c(c1)OCO2)C1COc2ccccc2O1 (configuration not stated)	-0.1	20	-19
CN(CC(=O)Nc1c(Cl)cccc1Cl)C(=O)c1cc(-c2cccs2)nn1-c1ccccc1	-1.2	8	-28

Single records (already shown):
`O=C1c2ccccc2CN1CCSC(=S)N1CCOCC1` in the list: STK33 kinase inh = -1.0; OX1R antag-1 = 13; OX1R antag-2 = -6
`COc1ccc(-c2nc3ccccc3s2)cc1NC(C)=O` in the list: STK33 kinase inh = -2.9; OX1R antag-1 = 40; OX1R antag-2 = -13
`Cc1c(Cl)cccc1NC(=O)CCN1C(=O)C2CC=CCC2C1=O` (configuration not stated) in the list: STK33 kinase inh = -1.6; OX1R antag-1 = 12; OX1R antag-2 = -12

Following part.
SMILES	STK33 kinase inh	OX1R antag-1	OX1R antag-2
COc1cc(OC)cc(C(=O)NC(=S)NCc2ccco2)c1	0.4	15	-23
CC(CC(=O)Nc1cc([N+](=O)[O-])ccc1Cl)c1ccccc1 (configuration not stated)	-0.2	32	-10
COc1ccccc1C(=O)Nc1cc(C)on1	-2.0	6	7
CCOc1cc(/C=N/NC(=O)c2ccc(NC(=O)C3CC3)cc2)ccc1O	-0.3	7	-21
CCc1ccc(CN(C)C(=O)c2cc(COc3cccc(C(F)(F)F)c3)on2)nc1	-0.8	28	-22
CS(=O)(=O)c1ccc(C(=O)Nc2ccc(N3CCOCC3)cc2)c(Cl)c1	8.2	12	-12
N#Cc1c2n(c3c(=O)n(Cc4ccc(Cl)cc4)cnc13)CCCC2	-6.9	8	-21
C=CCOC(=O)C1=C(C)NC(SCC(=O)Nc2ccc(C)c(Cl)c2)=C(C#N)C1c1ccco1 (configuration not stated)	-0.3	15	-23
Cc1cc(NC(=O)CCn2c(=O)sc3ccccc32)no1	-0.3	4	-4
CSCc1ccc(C(=O)NCC(c2cccs2)N2CCOCC2)cc1 (configuration not stated)	0.7	14	-18
Cn1ccc(C(=O)N2CCCc3ccccc32)n1	0.6	14	-11
CS(=O)Cc1cc(Sc2ccccc2)nc(-c2cccnc2)n1 (configuration not stated)	-0.6	24	-3
CCn1cc(/C=C(\NC(=O)c2cc(OC)c(OC)c(OC)c2)C(=O)NCCN2CCOCC2)c2ccccc21	-1.0	5	-13
Cc1cc(C)c2[nH]c(=O)c(CN(Cc3ccc4c(c3)OCO4)Cc3nnnn3C3CCCC3)cc2c1	0.3	15	-15
C=CCc1cccc2cc(C(=O)NC3CCCC3)c(=O)oc12	-0.4	15	-47
CCOC(=O)NC(=O)c1cn(Nc2ccccc2)c(=O)[nH]c1=O	-0.7	4	-6
COc1cc(NC(=O)CSc2nc3ccccc3cc2C)c(C(=O)O)cc1OC	-0.5	16	-28
CCOc1ccccc1NC(=O)C1CCN(C(=O)Cc2ccccc2)CC1	-1.9	14	-15
O=C(O)c1ccccc1C(=O)NCc1ccc(F)cc1	-1.8	8	-8
C=C1CC2C=C(NC(C)=O)CC(C1)C2 (configuration not stated)	0.4	9	-6
CCN(CC)C(=O)CSc1nc2c(sc(=S)n2-c2ccccc2)c(=O)n1-c1ccc(OC)cc1OC	1.8	-15	-13
Cc1nnc(SCc2ccccc2)n(N)c1=O	-2.0	14	-17
O=C(Cn1c(=O)n(CCc2c[nH]c3ccccc23)c(=O)c2cccnc21)Nc1ccccc1F	-0.4	20	-3
C=CCN1CC(C(=O)N2CCC(Cc3ccc(Cl)cc3)(C(=O)OCC)CC2)CC1=O (configuration not stated)	-2.7	24	-18
O=C(Nc1ccccc1)Nc1cc(Cl)cc(Cl)c1	-1.9	84*	65*

6 structures already listed, arranged by length of the SMILES, high to low.
SMILES	STK33 kinase inh	OX1R antag-1	OX1R antag-2
CCn1cc(/C=C(\NC(=O)c2cc(OC)c(OC)c(OC)c2)C(=O)NCCN2CCOCC2)c2ccccc21	-1.0	5	-13
Cc1cc(C)c2[nH]c(=O)c(CN(Cc3ccc4c(c3)OCO4)Cc3nnnn3C3CCCC3)cc2c1	0.3	15	-15
C=CCN1CC(C(=O)N2CCC(Cc3ccc(Cl)cc3)(C(=O)OCC)CC2)CC1=O (configuration not stated)	-2.7	24	-18
CS(=O)(=O)c1ccc(C(=O)Nc2ccc(N3CCOCC3)cc2)c(Cl)c1	8.2	12	-12
O=C(Nc1ccccc1)Nc1cc(Cl)cc(Cl)c1	-1.9	84*	65*
Cn1ccc(C(=O)N2CCCc3ccccc32)n1	0.6	14	-11

Going on with the list:
SMILES	STK33 kinase inh	OX1R antag-1	OX1R antag-2
O=C(CSc1ncn[nH]1)Nc1nc(-c2cccc([N+](=O)[O-])c2)cs1	1.0	41	23
COc1ccccc1C(=O)NC(C)C(c1cccs1)N1CCOCC1 (configuration not stated)	-1.8	3	-29
COCc1cc(C)nc(SCC(=O)NCc2ccco2)c1C#N	-1.1	12	-20
CC1(C)CC(=O)C(C=NCC2CCCO2)=C(O)C1 (configuration not stated)	0.2	14	-4
Cc1ccc([N+](=O)[O-])cc1NC(=O)c1ccoc1C	-0.3	13	-21
O=C(COc1ccccc1Br)c1ccc(O)cc1O	1.5	19	-5
CC(C)(Oc1ccc(Cl)cc1)C(=O)Nc1ccc2oc(=O)ccc2c1	-1.8	39	-26
CC(=O)/C(=C/c1ccc(N(C)C)cc1)C(=O)c1ccccc1	-0.4	14	-18
CCCNc1ncccc1C(N)=O	-2.0	18	-10
CCOC(=O)c1ccc(CNC(=O)c2cc(COc3ccccc3SC)on2)o1	-1.4	12	-14
Cc1ccc(C(=O)CCC(=O)Nc2ncccc2C)cc1	0.3	5	1
COc1c(C)cc(C(=O)C2CCCN(C(=O)c3ccc4cc[nH]c4c3)C2)cc1C (configuration not stated)	-0.5	82*	-6
CC(/C=N/NC(=O)CSc1ccccn1)=C\c1ccc(C(C)C)cc1	-2.7	8	-30
Cc1cc(C)c(S(C)(=O)=O)c(Oc2ccccc2C)n1	-0.2	18	-3
COc1cc(C)c(NC(=O)C2CCN(S(=O)(=O)c3cccs3)CC2)cc1OC	-1.2	3	-14
O=C(CSc1nc(Nc2ccccc2)nc(N2CCOCC2)n1)Nc1ccc([N+](=O)[O-])cc1	-0.2	13	-18
O=C(O)CN1C(=O)Nc2ccc(Br)cc2C1c1ccccc1 (configuration not stated)	-0.6	6	-17
O=C(COC(=O)c1cc[n+]([O-])cc1)Nc1c(Cl)cccc1C(F)(F)F	-1.6	16	-3
COc1cccc(NC(=O)COC(=O)c2c(-c3ccccc3)noc2C)c1	-1.4	5	-25
CSC1=N/C(=C\C=C\c2cccs2)C(=O)S1	-0.8	34	-8
COc1cc(/C=N/NC(=S)Nc2cccc(C(=O)O)c2)ccc1O	0.8	11	-3
Cc1cc(C)cc(-n2nnnc2SCC(=O)Nc2cccc(NC(=O)c3ccco3)c2)c1	0.5	28	-9
N#CC1(NC(=O)CSc2nncn2-c2ccccc2F)CCCC1	0.1	7	-6
Cn1c(=O)c2c(nc(N/N=C3\CCCc4ccccc43)n2Cc2ccc(F)cc2)n(C)c1=O	-1.9	0	-10
O=S(=O)(c1ccc2[nH]c3c(c2c1)CCCC3)N1CCCCC1	-0.4	-1	-22
More records:
SMILES	STK33 kinase inh	OX1R antag-1	OX1R antag-2
NC(=O)CC(NC(=O)OCc1ccccc1)C(=O)O (configuration not stated)	-3.4	2	-6
O=C(OCC#CCSc1nc2ccccc2o1)c1ccco1	-2.9	13	-18
N#Cc1c(-c2cccs2)cc(-c2cccnc2)nc1N	0.1	46*	-13
CCNC(=S)N1CCN=C1Nc1nc(C)cc(C)n1	-1.6	8	-22
CN(C(=S)Nc1ccccc1)c1ccccc1	-0.8	11	-8
CC1(c2ccc(NC(=O)c3ccccc3F)cc2)CC1(Cl)Cl (configuration not stated)	-0.4	10	-16
COc1ccccc1CCc1nnc(CCC(=O)NC(C)Cc2cccc(C)n2)o1 (configuration not stated)	nt	12	-12
Cc1cccc(C)c1NC(=O)CS(=O)CC(=O)N1CCN(c2ccccc2)CC1 (configuration not stated)	-0.1	5	-16
CCOC(=O)c1ccc(NC(=O)CSc2nnc(Cn3c(=O)sc4ccccc43)n2C)cc1	-0.6	13	-22
O=C(O)CCn1c(SCc2cc(=O)n3ccccc3n2)nc2ccsc2c1=O	-1.2	65	-1
O=C1NC(Cc2c[nH]c3ccccc23)C(=O)N1Cc1cccc2ccccc12 (configuration not stated)	-1.6	22	-22
O=C(Nc1ccc(N2CCOCC2)cc1)c1cc2c(s1)CCCC2	0.3	8	-18
COc1ccccc1NS(=O)(=O)c1cccc(C(=O)N/N=C/c2ccc(NC(C)=O)cc2)c1	-1.0	13	-18
COc1ccccc1-c1c(C)nn2c(N3CCN(Cc4ccccc4)CC3)cc(C)nc12	-0.5	9	-44
COc1ccc(C(=O)Nc2c(C(C)(C)C)nn(C)c2C(C)(C)C)cc1	-3.7	5	-18
CCc1ccccc1NC(=O)CC(O)(C(=O)OC)C(F)(F)F (configuration not stated)	-0.3	25	5
CCOC(=O)Nc1sc2c(c1C(=O)OCC)CCC2	0.1	9	-8
Cc1ccc(C)c(NC(=O)CCN2CC(C)CC(C)C2)c1 (configuration not stated)	-2.3	1	-21
N#Cc1nc(Cc2ccccc2)oc1NCCN1CCOCC1	-1.9	26	-15
CCCN(CCC)CCNC(=O)C(NS(=O)(=O)c1ccc2c(c1)CCC(=O)N2)c1ccccc1 (configuration not stated)	0.1	12	1
O=C(/C=C/Nc1ccccc1)c1ccccc1	0.8	7	-22
O=C(Nc1nnc(SCC(=O)N2CCOCC2)s1)C1CC(=O)N(c2ccccc2)C1 (configuration not stated)	-1.5	3	-11
CC1CC(C)CN(c2nc3c(c(=O)n(C)c(=O)n3C)n2CCSc2ncccn2)C1 (configuration not stated)	2.1	2	-9
COc1cc2c(cc1OC)C(c1ccccc1)N(C(=O)c1cccc(S(C)(=O)=O)c1)CC2 (configuration not stated)	-0.3	17	-20
CC(=O)c1cccc(NS(=O)(=O)c2cc(-c3cnc(C4CC4)o3)ccc2C)c1	-0.7	25	7
More entries:
SMILES	STK33 kinase inh	OX1R antag-1	OX1R antag-2
c1ccc2c(Nc3nc(N4CCOCC4)c4ccccc4n3)cccc2c1	0.2	10	-25
Cc1ccc(S(=O)(=O)Nc2ccc(C(OC(=O)c3ccccc3[N+](=O)[O-])(C(F)(F)F)C(F)(F)F)cc2)cc1	-0.6	53	4
CCN(CC)c1ccc(C=Nc2cc(C)cc(C)c2)c(O)c1	0.4	14	-2
CCOc1cc(NC(=O)C2CCCO2)c(OCC)cc1NC(=O)C1CC1 (configuration not stated)	0.1	4	-20
Cc1ccc(NC(=O)C2CC(=O)N(C(C)c3ccccc3)C2)cc1 (configuration not stated)	-0.2	1	-23
O=C(COc1cccc(F)c1)Nc1nc(-c2cccnc2)cs1	-0.3	8	11
Cc1ccc(N2C(=O)c3ccccc3C2Nc2ccccc2)nc1 (configuration not stated)	0.8	15	-30
COc1ccc(CNC(=O)CN(C2CCCCC2)S(C)(=O)=O)cc1	-1.7	4	-15
